BaF3 parental: counter-screen for JAK2V617F inhibitors: parental Ba/F3 viability inhibitors; CellTiter-Glo ATP luminescence; inhibition, % at 5.6 µM; 220,000 tested, 1.1% active; AID 1486;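 active means inhibition above a per-campaign cutoff, the mean inhibition of all tested compounds plus 3 SD, cut at about 27% in these data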;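 further: 0% = DMSO wells and 100% = JAK Inhibitor I control wells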
Ba/F3 V617F tox: lowers viability of Ba/F3 cells expressing EpoR and JAK2V617F; inhibition, % at 5.6 µM; 220,000 tested, 1.1% active; AID 1446; ATP luminescence;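 active means inhibition above the campaign mean plus 3 SD over all tested compounds, cut at about 24% in these data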;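 further: cytokine-independent growth of Ba/F3 cells driven by EpoR plus mutant JAK2; 0% = DMSO-treated cells and 100% = JAK inhibitor I control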
NPY-Y1 antag: antagonists of human neuropeptide Y receptor Y1 | 200,000 tested, 1% active | HEK293-CNG Y1 cells, membrane potential fluorescence; NPY at EC95, then isoproterenol | P25929 | inhibition, % at 3.6 µM;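 active means inhibition above the campaign mean inhibition of all tested compounds plus 3 SD, cut at about 20% in these data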;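 further: 0% = DMSO wells given NPY plus isoproterenol and 100% = isoproterenol alone without NPY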
Target sequence (P25929 whole entry, looked up): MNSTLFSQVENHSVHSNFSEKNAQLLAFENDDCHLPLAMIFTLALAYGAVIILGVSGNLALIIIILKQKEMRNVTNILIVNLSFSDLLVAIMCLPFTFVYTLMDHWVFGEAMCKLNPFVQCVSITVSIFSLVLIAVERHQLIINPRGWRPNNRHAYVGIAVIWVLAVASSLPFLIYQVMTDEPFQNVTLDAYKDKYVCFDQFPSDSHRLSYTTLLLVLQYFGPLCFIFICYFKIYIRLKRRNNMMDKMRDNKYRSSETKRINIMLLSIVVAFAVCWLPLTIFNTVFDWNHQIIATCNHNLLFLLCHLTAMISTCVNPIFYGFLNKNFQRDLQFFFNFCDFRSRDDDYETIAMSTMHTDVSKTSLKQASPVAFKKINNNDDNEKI
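Assay system: HEK293 cells with Y1 receptor plus CNG channel | Probe or stimulus: NPY (25 nM), isoproterenol (1 µM), Ro 20-1724 (25 µM) | Timing: Compound incubation 1 h at room temperature, readout 45 min post-stimulation | Measured by: Membrane-potential fluorescent dye readout | Benchmarks: High control isoproterenol alone, low control NPY with isoproterenol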
NPY1 pot ag: potentiators or agonists of human neuropeptide Y receptor Y1; 220,000 tested, 0.37% active; activation, % at 3.6 µM; NPY-Y1 expressing cells, potentiator/agonist activation; in the data active means activation above about 33%, passing the limit was not always enough;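 further: cells stimulated with NPY at EC10 then isoproterenol at EC100; 0% = low agonist plus stimulus and 100% = saturating agonist plus stimulus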
CHOP inh: CHOP inhibition in unfolded protein response | CHO-K1 CHOP-promoter luciferase, tunicamycin-induced, 15-18 h | inhibition, % at 10 µM | 220,000 tested, 3.8% active | AID 2732;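 active means compounds that reduced the stress-induced luciferase reporter signal by more than about 70% of percent inhibition, limit read from the data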;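 further: 0% = tunicamycin plus vehicle and 100% = wells without tunicamycin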
S1P4 agonist: activates the human S1P4 receptor; O95977; activation, % at 4.98 µM; S1P4-expressing cell line, agonist reporter assay; 220,000 tested, 0.35% active; in the data active means activation above about 11%;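 further: 0% = DMSO vehicle and 100% = reference agonist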
Target sequence (O95977 whole entry, looked up): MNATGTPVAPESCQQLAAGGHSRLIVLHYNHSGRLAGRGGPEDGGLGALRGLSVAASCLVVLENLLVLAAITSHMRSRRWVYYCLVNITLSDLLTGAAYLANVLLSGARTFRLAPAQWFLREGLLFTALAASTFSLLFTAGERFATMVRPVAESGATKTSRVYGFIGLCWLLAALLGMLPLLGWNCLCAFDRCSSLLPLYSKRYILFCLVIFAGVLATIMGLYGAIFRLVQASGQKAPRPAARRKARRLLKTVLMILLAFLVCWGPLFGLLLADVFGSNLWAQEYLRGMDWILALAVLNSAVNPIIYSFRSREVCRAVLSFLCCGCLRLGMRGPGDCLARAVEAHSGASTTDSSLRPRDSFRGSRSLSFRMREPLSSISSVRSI
S1P4 antag: human S1P4 receptor antagonism | inhibition, % at 4.98 µM | O95977 | S1P4-expressing cells, antagonist mode, reporter read-out | 220,000 tested, 0.26% active; in the data active means inhibition above about 29%;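 further: 0% = wells stimulated with agonist and 100% = vehicle wells without agonist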
NCF1 inh: inhibitors of human p47phox binding | P14598 | p47phox/p22phox peptide binding, fluorescence polarization, 2 h | inhibition, % at 24.7 µM | 220,000 tested, 0.53% active | AID 1274;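 active means inhibition above about 30%, limit read from the data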;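 further: 0% = p47phox with labelled peptide and 100% = labelled peptide alone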
NPY-Y2 PAM-ag: potentiators or agonists of human neuropeptide Y receptor Y2. activation, % at 3.6 µM. 220,000 tested, 0.45% active. cells expressing NPY-Y2, potentiator/agonist read-out. P49146; in the data active means activation above about 27%;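 further: cells stimulated with NPY near EC25 plus isoproterenol at EC100; 0% = vehicle plus submaximal agonist and 100% = vehicle plus saturating agonist; some results beyond the cut were filed as inactive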
* = called active by the depositor; · = not tested or not shown.

Compound	Ba/F3 V617F tox	NPY1 pot ag	NCF1 inh	S1P4 agonist	NPY-Y1 antag	NPY-Y2 PAM-ag	CHOP inh	S1P4 antag	BaF3 parental
C=C1Cn2c(nnc2-c2ccc(Cl)cc2)S1	-2	-2	-1	-2.7	1	-5	-8	-22	5
CCOC(=O)/C=C/C(=O)Nc1nccs1	0	-9	-5	-0.2	3	3	-12	-9	4
CCCCN(CCCC)/C(N)=N/c1nc(C)cc(C)n1	-1	10	-1	-1.2	13	-1	23	-4	4
C=CCn1cc(F)c(=O)n(CC=C)c1=O	1	3	·	2.1	9	5	-3	-2	9
CN(C)CCC(=O)N1c2ccccc2Sc2ccc(Cl)cc21	1	6	5	0.2	0	5	27	8	12
CCCCC(CC)CNC(=O)CCS(=O)(=O)c1cccc2nonc12 (stereo not given)	2	8	-7	-1.6	-2	9	40	4	9
O=C1CCCN1CCCn1cnc2c([nH]c3ccc(F)cc32)c1=O	-1	-17	-3	-1.1	12	9	-6	-9	5
O=C(CCCC(=O)OCC(Cl)=C(Cl)Cl)Nc1ccc(F)cc1	-2	9	-17	2.3	12	-4	28	-5	4

New compounds follow:
Compound	Ba/F3 V617F tox	NPY1 pot ag	NCF1 inh	S1P4 agonist	NPY-Y1 antag	NPY-Y2 PAM-ag	CHOP inh	S1P4 antag	BaF3 parental
C#Cc1ccc([C@H]2C=C(C(=O)N3CCOCC3)O[C@@H](OCC)[C@@H]2CCCO)cc1	2	-15	·	-0.5	-2	2	-1	3	-1
CCOC(=O)C1CCN(c2c(NCc3ccc(C(=O)NC4CCCC4)cc3)c(=O)c2=O)CC1	5	-3	6	-2.8	7	-1	60	-17	6
COc1ccc(-c2oc3ncn4nc(Cc5ccccc5)nc4c3c2-c2ccc(OC)cc2)cc1	1	-1	-16	-0.8	4	2	-26	-16	-1
COc1cccc(C(=O)Nc2cc(C(=O)NCCc3ccccc3)ccc2Cl)c1	-2	17	-8	-1.8	2	-2	22	-11	2
O=C(C1CC1)N1CCc2cc(Br)cc(S(=O)(=O)NCc3ccco3)c21	2	-11	-4	-0.1	6	-2	-19	-35	2
CC(=O)NC1(NC(C)=O)CCN(C)CC1	0	10	-8	-2.9	2	8	8	11	-2
C#CCOCCOCCOCCNc1nc(N2CCN(C(=O)Cn3cc(CCCN=C(N)N)nn3)CC2)nc(N2CCN(C(=O)[C@H](C(C)C)n3cc(CCO)nn3)CC2)n1	-3	-13	-1	1.5	2	-11	3	-11	1
CCOC(=O)Cc1csc(NC(=O)NC2(C(F)(F)F)Oc3cc(Cl)c(Cl)cc3O2)n1	21	-3	-4	0.9	0	8	102*	5	5

Continued:
Compound	Ba/F3 V617F tox	NPY1 pot ag	NCF1 inh	S1P4 agonist	NPY-Y1 antag	NPY-Y2 PAM-ag	CHOP inh	S1P4 antag	BaF3 parental
CCOc1ccc2c(c1)C(N(CCN1CCOCC1)C(=O)Nc1ccccc1)CC(C)(C)O2 (stereo not given)	-2	-2	-61	0.0	-4	6	-9	-14	-2
CC1(C)CC(=O)C(/C=N/n2cnc3ccccc3c2=O)=C(O)C1	8	-2	-6	-3.0	-6	-22	10	2	8
CCOc1ccccc1N1CC(C(=O)Nc2ccc(C(=O)O)cc2)CC1=O (stereo not given)	1	-38	3	-2.0	-1	-7	2	-17	1
CCCOc1ccc(NC(=O)C2CC(=O)N(C(C)C)C2)cc1 (stereo not given)	-2	8	-6	2.8	-2	8	-3	-1	-2
Cc1cccn2c(=O)c3cc(C(=O)N4CCCc5ccccc54)n(C)c3nc12	-4	6	·	0.8	-5	5	·	-14	-4
CNC(=O)CN1C(=O)NC2(CCc3ccccc3C2)C1=O (stereo not given)	-1	-3	-7	1.7	4	2	18	-10	7
Cc1cc(C)cc(C(=O)NC(=S)Nc2ccc(Cc3ccncc3)cc2)c1	3	-36	-20	1.5	8	-14	28	-15	4
Cc1nnc(SCC(=O)N2CCOCC2)c2ccccc12	0	-4	0	-1.0	-6	11	-4	2	6

The results go on.
Compound	Ba/F3 V617F tox	NPY1 pot ag	NCF1 inh	S1P4 agonist	NPY-Y1 antag	NPY-Y2 PAM-ag	CHOP inh	S1P4 antag	BaF3 parental
Cc1ccc(C)c2[nH]c(=O)c(C(c3nnnn3Cc3ccccc3)N3CCc4ccccc4C3)cc12 (stereo not given)	-1	3	-15	-0.3	-5	-7	57	-13	4
O=C(Oc1ccc(-c2cn3c(n2)SCC3)cc1)c1ccccc1	-1	13	-13	0.0	-11	2	22	8	4
Cn1c(C(C#N)C2=C(Cl)C(=O)N(c3ccccc3)C2=O)nc2ccccc21 (stereo not given)	-3	36*	48*	1.9	-17	30	28	0	3
O=c1[nH]nc(SCCS(=O)(=O)c2ccc(F)cc2)n1-c1ccc2c(c1)OCCO2	-5	15	-5	0.2	·	-2	20	10	3
CCN1CN(CCc2ccccc2)CNC1=S	0	-1	-8	0.8	4	-4	8	-13	5
CN(C)c1nc(NCc2ccccc2)nc(SCC(=O)Nc2ccccc2)n1	-1	-22	-85	2.5	7	-24	49	-9	-1
COC(=O)C1(C)Nc2ccccc2C(=O)N1c1ccccc1OC (stereo not given)	4	-27	4	0.3	2	0	2	2	2
Cc1cc(C)n2nc(C(=O)OCC(=O)Nc3ccc4c(c3)OCO4)nc2n1	1	10	12	-1.2	-1	11	2	-7	5

(list continues)
Compound	Ba/F3 V617F tox	NPY1 pot ag	NCF1 inh	S1P4 agonist	NPY-Y1 antag	NPY-Y2 PAM-ag	CHOP inh	S1P4 antag	BaF3 parental
COc1ccc(NC(=O)c2cccc(OC(F)F)c2)cc1Cl	3	2	-11	-2.5	1	-5	-10	-14	6
O=C(c1ccc2c(c1)OCO2)N1CCCC(c2ccccc2)C1 (stereo not given)	9	-10	-12	-1.2	8	-6	63	-20	33*
O=C(c1ccc(C(F)(F)F)cc1)N1CCC(=O)N(C(COCc2ccccc2)Cc2ccccc2)CC1 (stereo not given)	6	-11	0	1.3	12	-11	29	21	9
CCOC(=O)Cc1nnc(NC(=O)c2ccco2)s1	2	-3	-6	-1.4	-10	-11	-2	-8	2
CCOP(=O)(OCC)c1nc(-c2cccc3ccccc23)oc1NCc1ccc(OC)cc1	-3	0	0	2.6	-1	-3	52	-11	6
O=C(N/N=C/c1c[nH]c2ccccc12)c1cccs1	0	27	-9	1.3	·	14	-12	-16	-1
COCCN(C(=O)CNC(=O)c1ccco1)C(C(=O)NC1CCCCC1)c1cccc(OC)c1 (stereo not given)	1	-9	-9	-1.0	1	0	7	-16	7
O=S1(=O)CCN2C(c3ccco3)=CSC2=N1	-4	1	-16	1.4	1	-4	20	-11	8

Other compounds follow.
Compound	Ba/F3 V617F tox	NPY1 pot ag	NCF1 inh	S1P4 agonist	NPY-Y1 antag	NPY-Y2 PAM-ag	CHOP inh	S1P4 antag	BaF3 parental
Cc1ccc(C(=O)NC(=S)N2CCN(C)CC2)cc1	-3	2	-14	-3.0	-4	0	2	-11	2
c1ccc(N2CCN(c3nc(-c4ccccn4)nc4ccccc34)CC2)cc1	0	11	-10	-0.2	1	0	-24	8	0
CCCn1c(=O)c2c(C(=O)OCC)cc(-c3ccco3)nc2n(CCC)c1=O	-4	25	-24	-6.4	8	7	58	5	1
COc1ccc(/C=N/NC(=O)c2ccccc2O)cc1CSc1ccccn1	-2	-23	-28	1.0	0	-7	2	-3	7
CN(C(=O)c1ccncc1)c1nnc(-c2ccncc2)s1	1	2	-9	1.1	10	0	-3	0	9
Cc1noc(C)c1COc1cccc(C(=O)Nc2cccnc2)c1	-1	5	-5	-0.4	-3	-3	-1	8	1
O=C(CN1CCN(C(c2ccccc2)c2ccccc2)CC1)NCc1ccccc1	-1	-12	-3	-1.1	0	-22	24	-7	6
COCCNC(=S)Nc1ccc([N+](=O)[O-])cc1C	2	21	-8	3.0	-3	2	0	-8	7

Continuation:
Compound	Ba/F3 V617F tox	NPY1 pot ag	NCF1 inh	S1P4 agonist	NPY-Y1 antag	NPY-Y2 PAM-ag	CHOP inh	S1P4 antag	BaF3 parental
Cc1ccccc1C(=O)Nc1nc(-c2cccnc2)cs1	-1	14	-7	-0.1	·	-8	-11	4	0
COc1cccc(NC(=O)CN(Cc2ccccc2)S(C)(=O)=O)c1	-3	-3	-4	1.1	0	-4	11	-13	-4
O=C(NC(=S)Nc1ccccc1N1CCCC1)c1ccc(-c2cccc([N+](=O)[O-])c2)o1	-3	-16	-5	-0.5	15	0	-1	-5	6
Clc1ccc(COn2c(-c3ccc(Cl)cc3Cl)nc3ncccc32)cc1	2	-12	-5	0.5	10	-15	67	-8	9
COC(=O)c1cc(C)sc1NC(=O)CC1Nc2ccccc2NC1=O (stereo not given)	4	-3	-13	-1.4	4	5	51	7	6
CCOc1ccc(N2C(=O)CC(SC(=NC)Nc3cccc(F)c3)C2=O)cc1 (stereo not given)	2	0	-7	2.2	-11	10	9	6	0
Brc1cnc(N2CCCCC2)nc1N1CCOCC1	-1	-3	-1	0.8	-2	-7	26	-3	9
C/C(=N\N=C\c1ccc(N(C)C)cc1)c1cccc([N+](=O)[O-])c1	-5	3	-1	-0.4	-3	0	30	-6	5

(next part)
Compound	Ba/F3 V617F tox	NPY1 pot ag	NCF1 inh	S1P4 agonist	NPY-Y1 antag	NPY-Y2 PAM-ag	CHOP inh	S1P4 antag	BaF3 parental
Cc1nn2c(CN(C(=O)c3ccco3)c3ccccc3)nnc2c2ccccc12	0	4	·	1.1	6	-7	·	-13	1
COc1cc(-c2nc3cnccn3c2Nc2c(C)cccc2C)ccc1O	3	17	-4	1.1	-2	18	8	-9	4
C=CCn1cnc2c(nnn2-c2ccc(OC)c(OC)c2)c1=O	3	-1	-13	0.9	-2	14	0	-9	9
Cc1oc(C(=O)O)cc1COc1cccc2cccnc12	-4	-25	-2	-0.5	8	0	-1	-16	5
COc1ccc(-n2nc3c(N)n[nH]c3cc2=O)cc1	-2	0	-12	0.9	2	19	-1	-13	1
Cc1ccc(NC(=S)N(Cc2ccccc2)Cc2cccs2)c(C)c1	-4	17	-3	1.5	6	12	26	1	-2
CCN1CCN(c2ncnc3c2cnn3-c2ccccc2)CC1	-3	-13	5	-0.3	-3	4	-19	0	0
CC(=O)Nc1ccc(NC(=O)COC(=O)CCc2nc3ccccc3s2)cc1	-4	6	-11	0.3	2	-3	-14	16	3
CCCn1c(OC)nc2c1c(=O)n(C)c(=O)n2C	-1	5	-6	-1.3	3	-2	15	3	2
O=C(O)C1C(c2ccccc2)C(C(=O)OCc2ccco2)C1c1ccccc1 (stereo not given)	1	-3	-10	-1.2	7	7	-5	-23	5
O=S(=O)(c1cnc[nH]1)N1CCN(c2ccc(F)cc2)CC1	-1	21	-1	-0.3	·	-3	3	0	-1

Screens from PubChem BioAssay.

Compounds were not picked by outcome; 7.1% or so of the library scored in one or more.
